Screens (PubChem)
NCOA1 inh: SRC1 coactivator transcriptional activity inhibitors, primary screen, cell-based, luminescence; AID 588354, 2011; 360,000 tested, 0.12% active; HEK293 GAL4-SRC1 luciferase reporter; inhibition, % at 3.6 µM; Nuclear receptor coactivator 1 (Homo sapiens), Q15788;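 active means inhibition above the campaign mean plus 3 SD, with each screening campaign given its own cutoff, cut at about 60% in these data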;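 further: 0% = DMSO treated cells and 100% = gossypol at 36 µM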
EBV LMP1 NFkB: EBV LMP1-driven NF-kappaB luciferase reporter inhibitors, primary screen, cell-based, luminescence, single point. LMP1-induced NF-kappaB luciferase reporter cells. inhibition, % at 12.5 µM. 350,000 tested, 0.69% active. AID 504558, 2011; in the data active means inhibition above about 41%; inconclusive means no clear call, values can overlap the other calls;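 further: 0% = neutral control wells and 100% = reference inhibitor control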
C8 TRAIL sens: viability loss with TRAIL in NB7+C8 cells, primary screen, TRAIL sensitizer project, cell-based, ATPlite luminescence | inhibition (viability loss, TRAIL sensitization), % at 10 µM | 360,000 tested, 1% active | AID 624354, 2012;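 active means compounds causing at least 50% loss of cell viability in the single-dose screen, relative to plate controls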
NR5A2 inv ag: LRH-1 (NR5A2) inverse agonists, primary screen, cell-based, luminescence, HEK293T, StAR-luciferase reporter. LRH-1 transfected, 24 h. 360,000 tested, 0.13% active. Nuclear receptor subfamily 5 group A member 2 (Homo sapiens), O00482. inhibition, % at 3.6 µM;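 active means inhibition above the mean inhibition of all tested compounds plus 3 SD, cut at about 73% in these data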;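 further: 0% = DMSO wells and 100% = reporter-only cells lacking LRH-1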
NR2F2 inh: NR2F2 transcriptional activity inhibitors, primary screen, cell-based, luciferase reporter, HEK293T, luminescence. COUP transcription factor 2 (Homo sapiens), P24468. HEK293T NGFI-A luciferase reporter. inhibition, % at 8.6 µM. 370,000 tested, 0.7% active. AID 686940, 2013;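 active means inhibition above a per-plate cutoff, mean inhibition of test wells between control levels plus 3 SD, cut at about 38% in these data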;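 further: cells cotransfected with COUP-TFII expression vector driving the NGFI-A reporter; 0% = median of COUP-TF2 test wells and 100% = reporter-only cells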
Target sequence (P24468 whole entry, looked up): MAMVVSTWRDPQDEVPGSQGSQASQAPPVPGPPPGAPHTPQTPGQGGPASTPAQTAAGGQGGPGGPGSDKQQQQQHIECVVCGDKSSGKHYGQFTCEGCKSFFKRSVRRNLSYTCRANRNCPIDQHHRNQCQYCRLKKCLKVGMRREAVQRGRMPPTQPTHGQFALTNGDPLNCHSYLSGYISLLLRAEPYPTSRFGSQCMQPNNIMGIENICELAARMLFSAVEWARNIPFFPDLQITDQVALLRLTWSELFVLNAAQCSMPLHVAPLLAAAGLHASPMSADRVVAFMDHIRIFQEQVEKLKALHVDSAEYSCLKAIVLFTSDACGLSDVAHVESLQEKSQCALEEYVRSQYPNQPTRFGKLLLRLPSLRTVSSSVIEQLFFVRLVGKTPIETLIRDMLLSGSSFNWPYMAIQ
Vif inh: HIV Vif self-association inhibitors, primary screen, imaging, HEK293T, single point; HEK293T cells, Vif self-association by quenched fluorescence, 24 h; inhibition, % at 7.49 µM; 340,000 tested, 0.35% active; in the data active means inhibition above about 50%, passing the limit was not always enough; inconclusive means no clear call, values can overlap the other calls; inactive means below about 31%; further: some results filed as inactive read as strong as hits
NCOA2 inhibitor: inhibition of GAL4-SRC2 driven luciferase reporter, primary screen, SRC2 inhibitor project, cell-based, luminescence; HEK293 GAL4-SRC2 luciferase reporter; 370,000 tested, 0.17% active; inhibition, % at 9 µM; Nuclear receptor coactivator 2 (Homo sapiens), Q15596;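 active means inhibition above the mean inhibition of all tested compounds plus 3 SD, set per campaign, cut at about 52% in these data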;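 further: 0% = DMSO treated cells and 100% = cells given Gossypol at 36 µM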
NCOA3 inh: SRC3 coactivator transcriptional activity inhibitors, primary screen, cell-based, luminescence. HEK293 GAL4-SRC3 luciferase reporter. AID 588352, 2011. inhibition, % at 3.6 µM. Nuclear receptor coactivator 3 (Homo sapiens), Q9Y6Q9. 360,000 tested, 0.17% active;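 active means inhibition above a per-campaign cutoff, the mean of all compounds plus 3 SD, cut at about 60% in these data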;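 further: 0% = DMSO-treated cells and 100% = gossypol-treated cells at 36 µM; higher means less SRC3-driven luciferase light from the GAL4 reporter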
TROY NFkB inh: inhibitors of TROY-driven NF-kB signaling, primary screen, Q293 LMP1-TROYcd cells, NF-kB luciferase, uHTS; Q293 LMP1-TROYcd NF-kB luciferase reporter, 4 h; inhibition, % at 10 µM; 360,000 tested, 0.98% active;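 active means compounds whose plate-normalised and pattern-corrected inhibition of the luciferase reporter signal at the single screening dose is 50% or more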
NOD2 RIPK2 PPI: NOD2-RIPK2 binding disruptors in cells, primary screen, fluorescence, CHO cells, BLA complementation; Receptor-interacting serine/threonine-protein kinase 2 (Homo sapiens), O43353; CCF4 ratio; inhibition, % at 4.98 µM; 360,000 tested, 0.38% active; in the data active means inhibition above about 21%;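 further: 0% = vehicle only and 100% = reference blocker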
Target sequence (O43353 whole entry, looked up): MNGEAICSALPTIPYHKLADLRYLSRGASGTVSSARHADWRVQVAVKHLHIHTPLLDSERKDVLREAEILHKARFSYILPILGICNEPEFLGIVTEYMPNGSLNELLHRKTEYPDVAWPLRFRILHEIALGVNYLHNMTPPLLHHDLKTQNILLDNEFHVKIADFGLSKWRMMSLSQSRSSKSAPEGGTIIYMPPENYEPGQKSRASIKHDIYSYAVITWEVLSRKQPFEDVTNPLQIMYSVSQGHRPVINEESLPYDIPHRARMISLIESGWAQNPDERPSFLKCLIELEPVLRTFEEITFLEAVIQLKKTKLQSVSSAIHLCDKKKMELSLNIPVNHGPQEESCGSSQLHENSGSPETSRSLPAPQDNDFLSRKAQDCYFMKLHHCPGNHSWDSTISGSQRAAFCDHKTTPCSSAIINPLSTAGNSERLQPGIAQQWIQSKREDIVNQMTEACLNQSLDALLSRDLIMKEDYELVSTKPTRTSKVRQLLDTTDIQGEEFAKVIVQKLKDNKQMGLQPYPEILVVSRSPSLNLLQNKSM
TLR9-MyD88 inh: inhibitors of TLR9-MyD88 association in cells, primary screen, cell-based, CHO, BLA complementation, fluorescence | Toll-like receptor 9 (Homo sapiens) + Myeloid differentiation primary response protein … | CCF4 FRET ratio | inhibition, % at 4.98 µM | 340,000 tested, 0.21% active | AID 504734, 2011;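 active means inhibition above the mean over all tested compounds plus 3 SD, cut at about 21% in these data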;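 further: 0% = DMSO only wells and 100% = clavulanate BLA inhibitor control wells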
Starred values were filed as active, the others as inactive; ? = inconclusive; / = not tested or not shown. Not all compounds are listed. The share of hits here may be higher or lower than overall.

| structure | NCOA2 inhibitor | C8 TRAIL sens | NOD2 RIPK2 PPI | NCOA3 inh | Vif inh | NR2F2 inh | NR5A2 inv ag | EBV LMP1 NFkB | TLR9-MyD88 inh | NCOA1 inh | TROY NFkB inh |
| --- | --- | --- | --- | --- | --- | --- | --- | --- | --- | --- | --- |
| Cc1ccc(S(=O)(=O)CCC(=O)OCC(=O)NC(C)c2ccc(F)cc2)cc1 (stereo not drawn) | 6 | -4 | -3 | 7 | -2 | 5 | -5 | -8 | -12 | -5 | 5 |
| COC(=O)C=CC(=NNc1ccccc1)c1ccccc1 | -11 | 8 | -16 | 2 | -1 | 0 | -6 | 6 | 8 | 1 | -17 |
| CC(C)c1cccc(-c2ccc3c(c2)S(=O)(=O)c2cccc(C(=O)NCc4ccccc4)c2C3=O)c1 | 3 | -4 | -6 | 6 | -2 | -5 | -6 | 3 | 3 | 7 | 15 |
| NC(=O)C1CCN(C2=C(Cl)C(=O)c3ccccc3C2=O)CC1 | 4 | 37 | 6 | 4 | ? | -5 | 23 | 78* | 3 | -27 | -7 |
| Cc1ccc(-n2c(=O)cc(N3CCN(Cc4ccccc4)CC3)[nH]c2=O)cc1 | 5 | -19 | -11 | -24 | 4 | 10 | 9 | 8 | 5 | 0 | 3 |
| CSc1nc(O)c(Nc2cccc(Cl)c2)c(=O)[nH]1 | 7 | 8 | -1 | -13 | -3 | -9 | 15 | 0 | -5 | 14 | 7 |
| CN(C)S(=O)(=O)c1cccc(C(=O)N(Cc2ccc(F)cc2)Cc2ccco2)c1 | 9 | 10 | -4 | 25 | -13 | 4 | 0 | 4 | 1 | 8 | -15 |
| CC(C)(C)OC(=O)N[C@@H](Cc1ccccc1)C(=O)N[C@@H](CO)[C@H](O)[C@@H]1C[C@@H]1C(=O)NC1CC1 | 7 | 7 | -5 | 5 | -2 | 1 | 7 | 4 | 3 | -1 | 5 |
| COc1ccc(C(c2nnnn2CCc2ccccc2)N2CCN(C)CC2)cc1OC (stereo not drawn) | 6 | -4 | -4 | -25 | -2 | 11 | -4 | 5 | 0 | -8 | 3 |
| O=C(COC(=O)c1ccccc1)NC12CC3CC(CC(C3)C1)C2 | -6 | -9 | 14 | -8 | 13 | 1 | -14 | 0 | -7 | 2 | 24 |
| CCCCCNC(=O)C(C1CC1)n1c(=O)c(-c2cc3ccccc3[nH]2)nc2ccccc21 (stereo not drawn) | 3 | -5 | 45* | / | / | 11 | 9 | / | / | / | / |
| O=C1CCCN1CN(C(=O)c1ccccc1)c1ccc(F)cc1 | -4 | 5 | -7 | 7 | -3 | 13 | -9 | -5 | -7 | 7 | 3 |
| O=C(Nc1c2c(nn1-c1ccc(F)cc1)CS(=O)C2)c1ccco1 (stereo not drawn) | 18 | 4 | -4 | 2 | -4 | -21 | -12 | -5 | -6 | -23 | -4 |
| O=C(Nc1ccccc1F)c1ccc(CNS(=O)(=O)c2cccc(C(F)(F)F)c2)cc1 | -7 | -10 | -13 | 21 | / | 10 | -9 | -7 | 9 | -4 | -17 |
| O=C(/C=C/c1cn(-c2ccccc2)nc1-c1cccnc1)c1ccco1 | 64* | 1 | -3 | 8 | 4 | 2 | 2 | -43 | -5 | 2 | 32 |
| COc1ccc(CN(C)C(C)C(=O)Nc2ccc([N+](=O)[O-])cc2Cl)cc1OC (stereo not drawn) | -18 | 12 | -6 | 25 | -16 | 11 | 2 | 14 | -6 | -33 | 33 |
| O=C(CN(CC1CCCO1)C(=O)CNS(=O)(=O)c1ccc(Cl)cc1)NCc1ccccc1 (stereo not drawn) | -15 | -1 | -9 | 10 | -1 | -1 | 0 | 8 | -2 | 1 | 15 |
| COc1ccc(CNC(=O)COC(=O)c2cc(-c3ccc(Cl)s3)nc3ccccc23)cc1 | 4 | -6 | -3 | 83* | -18 | 8 | -19 | -6 | -8 | -23 | -1 |
| CCOc1ccc(C2C(=O)N(C3CCCCC3)CC(=O)N2CC2CCCO2)cc1OC (stereo not drawn) | -20 | -7 | -8 | 22 | -1 | -6 | -3 | 3 | 0 | 8 | 0 |
| O=C(COC(=O)C1CCCO1)Nc1nc(-c2ccc(F)cc2)cs1 (stereo not drawn) | -34 | -5 | -3 | -17 | 0 | -28 | -22 | -9 | -11 | -34 | -44 |
| O=C(COc1ccc(S(=O)(=O)N2CCCC2)cc1)Nc1ccc(F)cc1 | -12 | -4 | -3 | 1 | -6 | -3 | -7 | 6 | -2 | -17 | -8 |
| CCc1cc(C(=O)N(C)CC(=O)N(CC(C)C)c2c(N)n(CC(C)C)c(=O)[nH]c2=O)sc1C | / | -9 | 1 | 12 | -1 | / | 13 | 3 | 1 | -15 | 2 |
| O=C(CN1C(=O)NC(c2ccc(F)cc2)C1=O)Nc1ccc2c(c1)OCCO2 (stereo not drawn) | -7 | 1 | -1 | 8 | -1 | 8 | 6 | -3 | 2 | -18 | -2 |
| CCCn1c(SCC(=O)N2CCc3ccccc3C2)nc(O)cc1=O | -17 | -3 | 4 | 11 | -2 | -8 | 5 | 1 | 5 | -10 | -2 |
| Cc1ccc(SCC(=O)NC(C)(C)C)cc1 | -72 | -10 | -5 | -49 | -4 | -31 | -22 | -10 | 10 | -44 | -81 |
| CCOC(=O)C1=C(C)NC(=O)NC1c1ccc(Cl)cc1Cl (stereo not drawn) | -20 | -12 | 1 | -3 | / | -4 | 2 | -3 | -4 | -11 | -6 |
| CCCCN1C(=O)C2NN=C(C(=O)OC)C2C1=O (stereo not drawn) | -27 | 1 | -4 | -14 | -1 | 3 | 8 | -2 | -1 | -3 | -18 |
| O=C(CCC(=O)Nc1ccc(F)cc1)N/N=C/c1ccccc1O | -10 | -6 | 3 | -1 | -4 | 16 | 9 | 1 | 9 | -11 | -33 |
| Clc1ccc(N2CCCCCC2)nn1 | -47 | -4 | -8 | -7 | -6 | 8 | -11 | 4 | -13 | -25 | 4 |
| CCOC(=O)C1C(=O)NC(SC)=C(C#N)C1c1ccccc1F (stereo not drawn) | -22 | -8 | -4 | 2 | 2 | 10 | 13 | -12 | 4 | -8 | 8 |

| structure | NCOA2 inhibitor | C8 TRAIL sens | NOD2 RIPK2 PPI | NCOA3 inh | Vif inh | NR2F2 inh | NR5A2 inv ag | EBV LMP1 NFkB | TLR9-MyD88 inh | NCOA1 inh | TROY NFkB inh |
| --- | --- | --- | --- | --- | --- | --- | --- | --- | --- | --- | --- |
| CN1CCN(C(=O)C2CCC(=O)N(Cc3cccc(C(F)(F)F)c3)C2)CC1 (stereo not drawn) | 22 | -15 | 2 | 5 | -4 | -9 | 4 | -4 | 1 | 2 | -32 |
| COc1ccc(Nc2ccc(S(=O)(=O)N3CCCCC3)cc2[N+](=O)[O-])cc1 | 10 | 21 | 0 | 18 | -12 | 3 | 12 | -5 | -1 | 22 | 16 |
| Cc1ccc(NC(N)=S)cc1C | -1 | -1 | -14 | 7 | 4 | -2 | 16 | -3 | 0 | 1 | 15 |
| CCOc1ccc(N(CC(=O)Nc2cccc(Cl)c2)S(=O)(=O)c2c(C)noc2C)cc1 | -26 | 16 | -14 | -30 | -11 | 10 | -21 | 3 | 4 | 3 | 12 |
| CN(CC(=O)Nc1ccc(F)c(F)c1F)C(=O)C1(c2ccccc2)CC1 | -14 | -5 | -6 | 12 | / | -11 | -6 | 2 | 0 | 3 | -1 |
| COc1ccc(-c2cc(C3CC3)nc(SCC(=O)c3cccs3)c2C#N)cc1 | 7 | -3 | 12 | 10 | -5 | -6 | 11 | -4 | -16 | 8 | 9 |
| O=C(Cn1nc(C(=O)O)c2ccccc2c1=O)Nc1cccc(S(=O)(=O)N2CCCCC2)c1 | -5 | 7 | -9 | -14 | 11 | 13 | -6 | 3 | 1 | -32 | 28 |
| O=c1ccn([C@@H]2O[C@H](CNS(=O)(=O)c3cc4ccccc4s3)[C@@H](O)[C@H]2O)c(=O)[nH]1 | -17 | 6 | 1 | -33 | -1 | 8 | 5 | -4 | 1 | -18 | 2 |
| N#Cc1cc([N+](=O)[O-])ccc1NCCCn1ccnc1 | -4 | 4 | 0 | 7 | -12 | -26 | 14 | -5 | 2 | 2 | 1 |
| CC1C(=O)N(Cc2cn(CCC3OCCCO3)nn2)CCS(=O)(=O)N1Cc1ccc(-c2ccc(Cl)cc2)cc1 (stereo not drawn) | 4 | 33 | -5 | 6 | 0 | 28 | 6 | 5 | 5 | -4 | 33 |
| C[C@@H]1CN([C@H](C)CO)S(=O)(=O)c2ccc(Br)cc2O[C@@H]1CN(C)C(=O)CN1CCOCC1 | 9 | 0 | -1 | 6 | / | 5 | -21 | 1 | 0 | -2 | 0 |
| COc1ccc(S(=O)(=O)Nc2ccc(C)c(S(=O)(=O)N3CCOCC3)c2)cc1[N+](=O)[O-] | 5 | -2 | -9 | 9 | -12 | 8 | -2 | 4 | -3 | 4 | -6 |
| Nc1nc(-c2ccco2)nn1C(=O)c1ccccc1 | 1 | -8 | -7 | -6 | -4 | -5 | -1 | -3 | 4 | -15 | -2 |
| Cc1cc(Nc2cccc([N+](=O)[O-])c2)n2c(nc3ccccc32)c1C#N | 5 | -1 | -5 | 5 | 26 | 4 | 0 | 50* | -6 | 8 | 26 |
| COc1ccc(-c2csc(N(CCCN(C)C)C(=O)c3ccc(C(C)(C)C)cc3)n2)cc1 | -12 | 7 | -4 | 8 | -4 | 22 | -10 | -4 | -3 | -2 | 19 |
| Cc1nn(C)c(C)c1CNC(=O)c1cnn2c1NC(c1ccccc1)CC2C(F)(F)F (stereo not drawn) | 16 | 16 | 7 | 16 | 29 | -13 | 0 | -2 | -2 | -20 | -7 |
| COc1ccc(C(=O)c2ccc(Cl)cc2)c2ccccc12 | -15 | 3 | -7 | 4 | -2 | 2 | 6 | -49 | -10 | 14 | 1 |
| CNc1cncc(-c2ccc(OCCCN(C)C)nc2)n1 | -9 | -2 | -16 | -20 | -11 | -13 | -18 | / | / | -49 | 0 |
| CCOC(=O)CSc1ncc(-c2ccc([N+](=O)[O-])cc2)[nH]1 | -14 | 10 | 0 | 13 | 1 | -11 | -9 | 1 | 2 | 1 | -27 |
| CC(C)Oc1ccc(CCNC(=O)CC2C(=O)NCCN2C)cc1 (stereo not drawn) | -5 | -10 | -2 | 0 | 0 | 5 | 7 | -2 | 6 | -4 | 9 |
| CS(=O)(=O)N1CCN(c2ccc([N+](=O)[O-])c(NCCN3CCOCC3)c2)CC1 | -10 | 15 | 0 | 3 | -7 | -18 | 1 | 1 | 0 | -4 | -15 |
